# Compound activity as filed in PubChem BioAssay.
# Pf gametocyte: late stage P. falciparum gametocyte viability inhibitors, primary screen, ATP luminescence, HTS; AID 743093, 2013; P. falciparum stage V gametocytes, 24 h; hit rate 0.065% among 150,000; inhibition, % at 10.9 µM;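 active means inhibition above the mean plus 3 SD of compounds within the control limits, set per campaign, cut at about 38% in these data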;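 further: 0% = DMSO wells and 100% = medium only without gametocytes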
# Avidin bead fluor: green autofluorescence of compounds with avidin beads – biophysical, 488/530 nm, flow cytometry, artefact control, profiling panel | compound fluorescence 488/530 nm; hits give high values | fluorescence (KMESF) at 10 µM | hit rate 0.38% among 220,000; in the data active means fluorescence above about 47; further: inactives centre near 10
# The depositor's hits bear a star.
SMILES,Pf gametocyte,Avidin bead fluor
CC(C)(C)CC(C)(C)NC(=O)c1ccc2snnc2c1,15,7
O=C(O)/C=C/C(=O)NCC1CCC(CNC(=O)/C=C/C(=O)O)CC1 (stereo not drawn),-1,7
Cc1ccnc(NS(=O)(=O)c2ccc(Cl)nc2)c1,0,7
CCOC(=O)C1=C(O)C(=O)N(c2ccccc2)C1c1cccc([N+](=O)[O-])c1 (stereo not drawn),1,6
Cc1ccc(C(=O)C[n+]2cccc(C(N)=O)c2)cc1,3,6
Cc1cc(C)cc(N2C(=O)CC(Sc3ccccc3C(=O)O)C2=O)c1 (stereo not drawn),-3,3
O=C(CCn1nc(-c2ccc(F)cc2)ccc1=O)NCc1ccccc1,10,6
O=C(CSc1ncccn1)Nc1ccc2c(c1)CCC2,13,5
CC(=O)c1sc(C(C)(C)C)cc1NC(=O)c1ccccc1C(=O)O,3,2
CC(=O)c1cccc(NC2c3ccccc3C(=O)N2Cc2ccco2)c1 (stereo not drawn),-17,7
O=C(Oc1ccc(-c2csnn2)cc1)C1CC1,10,3
Oc1ccc(Br)cc1-c1cc(-c2ccccc2Cl)[nH]n1,-6,6
C/C=C/C=C/C(=O)N1CC2(CC(c3cccc(NC(=O)CCCCC)c3)=NO2)C[C@H]1C(N)=O (stereo partly drawn),-1,7
Cn1c(SCc2ccc(F)cc2)nnc1-c1cnccn1,-20,6
Nc1nc2c(c(=O)[nH]1)C(c1ccccc1)C1=C(N2)c2ccccc2C1=O (stereo not drawn),-42,7
COc1ccc(/C=N/NC(=O)c2cnccn2)c(OC)c1OC,6,7
CCOc1ccc(S(=O)(=O)N2CCN(C(=S)NCc3ccccc3)CC2)cc1,6,3
Cc1cc(=O)oc2cc(NS(=O)(=O)c3ccc(F)cc3)ccc12,12,5
COc1ccc(OC)c2c1C(=O)C(Cl)=C(Cl)C2=O,-42,0
COc1ccccc1Nc1nc2ccccc2n2cnnc12,4,9
O=C(COC(=O)CCc1nc2ccccc2c(=O)[nH]1)Nc1ccccc1Cl,-2,7
Cc1ccc(C(=O)Cn2cncn2)cc1,11,7
OCc1nc2ccccc2n1/N=C/c1cccs1,-4,17
CCCOc1ccc(CCC(=O)N/N=C/c2ccc([N+](=O)[O-])o2)cc1,21,8
O=C(CN1C(=O)NC(c2ccccc2)(c2ccccc2)C1=O)Nc1ccc2[nH]c(=O)[nH]c2c1,1,4

# By substructure, those above containing a tert-butyl group (2)
SMILES,Pf gametocyte,Avidin bead fluor
CC(C)(C)CC(C)(C)NC(=O)c1ccc2snnc2c1,15,7
CC(=O)c1sc(C(C)(C)C)cc1NC(=O)c1ccccc1C(=O)O,3,2

# Further entries follow:
SMILES,Pf gametocyte,Avidin bead fluor
O=C(O)CC(NC(=O)C(c1ccccc1)c1ccccc1)c1cccc([N+](=O)[O-])c1 (stereo not drawn),-2,6
Cc1csc2c(N3CCN(C(=O)NC(C)(C)C)CC3)ncnc12,-34,7
O=C(CSc1n[nH]c(=O)n1C1CC1)c1ccc2c(c1)OCCO2,-7,3
CN1CCN(/N=C/c2ccc(OCc3ccccc3)cc2)CC1,-9,8
CSc1nc(N)nc(C2CC2)n1,2,5
Cc1nnsc1C(=O)NNC(=O)c1cccc2ccccc12,-9,8
Cc1onc(-c2ccccc2)c1C(=O)N/N=C/C=C/c1ccccc1,0,6
COc1ccccc1N1CCN(Cc2cn[nH]c2-c2ccc(F)cc2)CC1,9,6
COC(=O)[C@@H]1C[C@@H]2CC[C@@H](O)C[C@@H]2N1Cc1ccc(C(F)(F)F)cc1,10,9
CCOc1cc(N2CCOCC2)c(OCC)cc1NC(=O)c1ccc(S(=O)(=O)N(C)C)cc1,-2,9
O=C(O)[C@@H]1Cc2ccccc2N1,9,6
Cc1cc(C)n(C(=O)c2cccc(S(=O)(=O)N3CCCCC3)c2)n1,17,6
C#Cc1cccc(NC(=O)CSc2nnc(-c3ccc(C(F)(F)F)cn3)o2)c1,-29,10
COc1ccc(C(F)(F)F)cc1N/C=C/c1nnnn1-c1ccc2ccccc2c1,-21,8
COCCn1cnc2c(c1=O)c1nc3ccccc3nc1n2/N=C/c1cccc(OC)c1,-10,9
Cc1nn(Cc2cccc(C(=O)NN)c2)c(C)c1Cl,8,8
O=C1CCCC(=O)C1C1c2ccccc2CCN1C(=O)CCl (stereo not drawn),16,6
O=S(=O)(c1ccccc1C(F)(F)F)N1C=CC(C(F)(F)F)=NCC1,18,3
CCC12CSc3nc(Cl)ccc3N1C(=O)C(=O)N2C (stereo not drawn),-9,5
CC(=O)N(c1cccc(Cl)c1)c1nc(C)cc(C)c1C#N,13,8
S=C(N/N=C/c1ccc2c(c1)OCO2)NC1CC2CCC1C2 (stereo not drawn),14,3
O=C1CCC/C1=C\Nc1ccc(Cl)c([N+](=O)[O-])c1,-19,9
Cc1ccc(NC(=O)CC2SCCNC2=O)cc1[N+](=O)[O-] (stereo not drawn),19,7
Nc1ccccc1SC1CC(=O)N(c2ccc3c(c2)OCO3)C1=O (stereo not drawn),3,11
CC1(C)Cc2c(sc3nc4n(-c5ccccc5)c(=O)c(CCC(=O)O)nn4c(=O)c23)CO1,6,8

# Whole records, quoted from the list.
# O=C(O)CC(NC(=O)C(c1ccccc1)c1ccccc1)c1cccc([N+](=O)[O-])c1 (stereo not drawn) across the screens: Pf gametocyte: -2; Avidin bead fluor: 6
# CN1CCN(/N=C/c2ccc(OCc3ccccc3)cc2)CC1 across the screens: Pf gametocyte: -9; Avidin bead fluor: 8

# The list continues.
SMILES,Pf gametocyte,Avidin bead fluor
CCOC(=O)CC1Sc2ccccc2NC1=S (stereo not drawn),-2,6
O=[N+]([O-])c1ccc(Oc2cccc(C(F)(F)F)c2)nc1,9,8
O=C(/C=C/c1ccc2c(c1)OCO2)N1CCN(c2n[nH]c(=O)[nH]c2=O)CC1,-18,5
Cc1cc(-c2nnc(CCC(=O)N(C)CCc3ccccc3)o2)no1,3,19
Nc1c(C(=O)Nc2ccccc2F)sc2nc(-c3cccnc3)ccc12,2,8
CCCOc1ccc(/C=N/NC(=O)CN(c2ccc(OCC)cc2)S(C)(=O)=O)cc1,0,12
COC1=C(Nc2ccccc2OC)C(=O)c2ccccc2C1=O,12,7
NNC(=O)c1cccnc1Oc1ccccc1,11,3
N#CCSc1nnc(SCC#N)s1,1,13
Cc1ccc2c(c1)Sc1c(ccc3ccccc13)N2,-15,4
O=C(NNc1cc(C(F)(F)F)nc2ccccc12)Nc1cccc(Cl)c1,-8,6
COc1cccc(-c2nnc(-c3ccccc3[N+](=O)[O-])o2)c1,-11,8
CN(C)c1ccc(/C=N/NC(=O)c2cc(-c3ccc4c(c3)OCO4)n[nH]2)cc1,-2,6
CCCCC(=O)NC(c1ccccc1OC)c1ccc2cccnc2c1O (stereo not drawn),-60,5
CC(C)(C)c1ccc(C(=O)N2CCCC2)s1,1,4
COC(=O)Nc1nncs1,21,14
NS(=O)(=O)c1cccc(NC(=O)c2cccs2)c1,-22,9
O=C(O)c1ccc(-c2cccc([N+](=O)[O-])c2)o1,13,5
COc1ccc(CC(=O)O/N=C(\N)Cc2ccc([N+](=O)[O-])cc2)cc1,9,7
CC(Nc1ccc(N2CCOCC2)cc1)C(=O)N1c2ccccc2CC1C (stereo not drawn),22,4
Cc1c(NC(=O)C(C)OC(=O)c2cccc(S(=O)(=O)N3CCOCC3)c2)c(=O)n(-c2ccccc2)n1C (stereo not drawn),-22,9
CCOc1c(Nc2ccc(C(C)C)cc2)c(=O)c1=O,-33,15
CC(C)(C)OC(=O)NCCC(=O)N/N=C/c1cccc2cccnc12,4,4
Oc1ccc(C(c2nnnn2CCc2ccccc2)N2CCN(c3nc4ccccc4s3)CC2)cc1 (stereo not drawn),-13,8
COc1ccc(-n2c(SCC(=O)Nc3cccc4ccccc34)nc(O)cc2=O)cc1,19,7
# (further entries)
SMILES,Pf gametocyte,Avidin bead fluor
COCc1c(C#N)c(NCc2cc(OC)c(OC)c(OC)c2)nc(C)c1[N+](=O)[O-],-6,22
COc1ccc(/C=C2\SC(=S)N(CC3CCCO3)C2=O)cc1 (stereo not drawn),17,8
Cc1ccc2c(c1)C1CN(C)CCC1N2C(=O)COc1ccc(N(C)S(=O)(=O)c2cccs2)cc1 (stereo not drawn),3,12
Cc1cc(C(=O)Nc2ccc(N3CCCCC3)cc2)no1,-14,6
CC1=C(C#N)c2nc(N)c(C#N)c(C)c2/C1=C\c1ccc(OCC(=O)O)c(Cl)c1,15,6
C/C=C/C(=O)Nc1cccc(C2=NOC3(C2)C[C@H](C(N)=O)N(C(=O)/C=C/C)C3)c1 (stereo partly drawn),10,6
COc1cccc(/C=N/n2nnnc2N)c1O,-19,8
COC(=O)Cn1c2ccc(Cl)cc2c2nc(C)sc21,-20,2
O=Cc1cn(CC(=O)N2CCCCCC2)c2ccccc12,-33,6
CCCCC(=O)NC(=O)NC(c1ccccc1)c1ccccc1,5,4
CC(=O)c1sc2nc(-c3ccco3)ccc2c1N,-5,6
C/C(CC(=O)NC(C)c1ccccc1)=N\NC(N)=S (stereo not drawn),2,11
O=c1cccccc1NN=C1CCCCCC1,11,4
COc1cc(/C=N/NC(=O)NC2CCCCC2)cc(OC)c1O,-10,9
O=C(c1ccc2c3n(nc2c1)-c1ccc(Cl)cc1CO3)N1CCOCC1,10,7
COc1cccc(/C=N/NC(=O)c2ccccc2NC(=O)c2ccco2)c1OC,3,7
O=C(Nc1ccccc1)/C(=C\c1ccccc1)NC(=O)c1ccco1,-8,6
COc1ccc(/C=C/c2nc(-c3ccccc3)cc(=O)[nH]2)cc1,2,6
O=C1CC2(CC(c3ccc(Cl)cc3)=NO2)C(=O)N1c1ccccc1 (stereo not drawn),-13,6
Cc1nc(-c2nc(-c3c(C(=O)NNC(=O)c4ccc(Cl)cc4)noc3C)cs2)cs1,-1,7
CC(C)(CO)NC(=S)NCc1ccco1,-11,3
CC(C)(C)c1oc(C(=O)O)cc1CN1CCOCC1,-6,8
COc1ccc(Cn2c(=O)c3[nH]cnc3n(-c3ccc(C)cc3)c2=O)cc1,14,5
CCOc1ccccc1NC(=O)Nc1ccccn1,3,8
Nc1nonc1NN=C1CCCCC1,-12,16

# Entries above that have a furan ring, fused or not:
SMILES,Pf gametocyte,Avidin bead fluor
CC(=O)c1cccc(NC2c3ccccc3C(=O)N2Cc2ccco2)c1 (stereo not drawn),-17,7
CCCOc1ccc(CCC(=O)N/N=C/c2ccc([N+](=O)[O-])o2)cc1,21,8
O=C(O)c1ccc(-c2cccc([N+](=O)[O-])c2)o1,13,5
CC(=O)c1sc2nc(-c3ccco3)ccc2c1N,-5,6
COc1cccc(/C=N/NC(=O)c2ccccc2NC(=O)c2ccco2)c1OC,3,7
O=C(Nc1ccccc1)/C(=C\c1ccccc1)NC(=O)c1ccco1,-8,6
CC(C)(CO)NC(=S)NCc1ccco1,-11,3
CC(C)(C)c1oc(C(=O)O)cc1CN1CCOCC1,-6,8

# New compounds follow.
SMILES,Pf gametocyte,Avidin bead fluor
CC(C)C1N(C(N)=S)N=CC1(C)C (stereo not drawn),18,7
COC(=O)c1cc(=O)n(-c2ccc(C(F)(F)F)cc2)[nH]1,13,3
CCc1ccc(N2C(=O)C3C(C2=O)N2CCCN2C3c2ccccc2)cc1 (stereo not drawn),-22,8
Cc1cc(C)cc(NC(=O)NCc2c(-c3ccccc3)noc2C)c1,-7,9
C=CCc1c(C)c(C#N)c2nc3ccccc3n2c1N1CCCCC1,-5,8
CCCn1nc(C(=O)Nc2ccc(S(=O)(=O)Nc3ncccn3)cc2)c2ccccc2c1=O,13,7
NC(=O)c1c(NC(=O)Cn2cnc([N+](=O)[O-])n2)sc2c1CCCC2,-10,8
O=C(NCCOc1ccc2ccccc2c1)c1cncc(Br)c1,0,8
CC(C)[C@H]1C=C(C(=O)O)O[C@@H](OCc2ccc(CO)cc2)C1,-2,10
CCCCc1nc(Cl)c(C#N)c2c1CCC2,-17,6
O=C(C[n+]1ccc(/C=C/c2ccccc2)cc1)c1ccc2c(c1)OCCO2,-24,8
NC1CCN(c2c(F)cc3c(=O)c(C(=O)O)cn(C4CC4)c3c2Cl)C1 (stereo not drawn),-4,6
CCCCCCSc1nnc(N)s1,4,5
Cc1cc(/C=C2\SC(=S)NC2=O)c(C)n1-c1ccccc1,0,6
Cn1nnc(NC(=S)NC(=O)/C=C/c2ccco2)n1,11,8
Cc1ccc(CSc2nnc(-c3ccncc3)n2N)cc1,-1,4
CN(CCN1CCOCC1)Cc1nc(-c2ccc(Cl)cc2)no1,-1,4
O=C(CNc1cccc(S(=O)(=O)N2CCOCC2)c1)N1CCc2ccccc21,-10,8
OCC1(Cc2ccccc2C(F)(F)F)CCN(Cc2ccncc2)CC1,-14,11
NCCSc1c(-c2ccc(Cl)cc2)[nH]c2ccccc12,2,6
O=C(Cn1nnc2ccccc21)NNC(=O)c1ccccc1,5,10
Cn1nccc1C(=O)N/N=C/c1cccnc1,-13,7
NC(=NCCc1c[nH]c2ccccc12)NC(=O)c1ccc(F)cc1,4,5

# Three compounds already listed, arranged by their value in Avidin bead fluor, smallest number first.
Structure | Avidin bead fluor
CN(CCN1CCOCC1)Cc1nc(-c2ccc(Cl)cc2)no1 | 4
CCCCCCSc1nnc(N)s1 | 5
CC(C)[C@H]1C=C(C(=O)O)O[C@@H](OCc2ccc(CO)cc2)C1 | 10

# Only part of the results is shown. The share of hits here may be higher or lower than overall.
